KDM5B inh – Primary screen for KDM5B Histone Demethylases FDH-coupled qHTS; KDM5B demethylase, FDH-coupled NADH fluorescence (FDH is formaldehyde dehydrogenase); Potency, µM (series often up to 57.7 µM), for the others: at the highest dose activity change, negative = inhibition, most hits filed as inhibitors; hit rate 2.6% among 220,000; AID 1347165, 2019; active means well fitted inhibition curve with a large enough effect; inconclusive means small, poorly fitted or top-dose-only effect; inactive means no such curve, though single readings can be large or run the other way; further: 0% is about no effect; nearly all actives have a fitted effect of over 70% in size
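Coupled FDH/NAD⁺ fluorescence readout. KDM5BΔAP 200 nM final; compound titration, 10 min RT preincubation; substrate mix 12.5 µM H3K4me3, 25 µM 2-OG, 50 µM Fe(II), 100 µM ascorbate, 0.25 mM NAD⁺, 0.25 U/mL FDH; ΔRFU over 30 min.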
* hit, by the source's call; i = inactive; ? = inconclusive; & = joins results of further samples; [ ] = dose if it differs, or a comment. Potency means the concentration at half of the fitted maximal effect.

Preview (16 entries):
SMILES	KDM5B inh
O=C(C1CCN(c2nc(-c3ccccc3)nc3c2CCC3)CC1)N1CCC(CO)C1 (configuration not stated)	4%
O=C1NC2(CCN(CC3CCCC3)CC2)COc2ccccc21	-8%[86.2 µM]
Cc1ccc(-n2ncc3c(NNC(=O)C4CCCCC4)ncnc32)cc1	0%
C#CCN1CCC(C(=O)N2CCN(c3cccc(C(F)(F)F)c3)CC2)CC1	21%
Cc1oc(-c2cccs2)nc1C(=O)N1CCCC1C1CCCCC1 (configuration not stated)	-10%
CCCNC(=O)CCn1nc(-c2ccccc2)c2ccccc2c1=O	8%[11.5 µM]
COC(=O)C1=C(C)N=C2SC=C(CC(=O)NCCc3cccs3)N2C1c1ccccc1Cl (configuration not stated)	?
COc1ccc(NC(=O)c2ccc3c(c2)NC(=O)CO3)cc1	13%
COc1ccc(-c2noc(-c3ccc(NC4CCCCC4)c([N+](=O)[O-])c3)n2)cc1OC	12%
Cc1nc2ccccc2nc1CS(=O)(=O)C(C)C(=O)NCC(C)C (configuration not stated)	14%
O=C(NCc1ccccn1)C1c2ccccc2C(=O)N(C2CCCC2)C12CCCC2 (configuration not stated)	22%
Cc1cccc(C)c1OCCn1c(C2CC(=O)N(Cc3ccc(F)cc3)C2)nc2ccccc21 (configuration not stated)	?
COc1ccccc1N1CCN(C(=O)CCn2cnc3onc(-c4ccc(F)cc4)c3c2=O)CC1	-28%
O=C(c1ccc(F)cc1)N1CCC(n2cc(-c3nc(-c4ccccc4)no3)nn2)CC1	-26%
COc1cccc(C(=O)N2C(C(=O)NC3CC3)COC23CCN(C(=O)c2cccc(F)c2)CC3)c1 (configuration not stated)	-13%
COc1ccc(CCNC(=O)CCn2c(=O)c3cccn3c3cccnc32)cc1OC	-28%

Main list, repeating the preview:
SMILES	KDM5B inh
O=C(C1CCN(c2nc(-c3ccccc3)nc3c2CCC3)CC1)N1CCC(CO)C1 (configuration not stated)	4%
O=C1NC2(CCN(CC3CCCC3)CC2)COc2ccccc21	-8%[86.2 µM]
Cc1ccc(-n2ncc3c(NNC(=O)C4CCCCC4)ncnc32)cc1	0%
C#CCN1CCC(C(=O)N2CCN(c3cccc(C(F)(F)F)c3)CC2)CC1	21%
Cc1oc(-c2cccs2)nc1C(=O)N1CCCC1C1CCCCC1 (configuration not stated)	-10%
CCCNC(=O)CCn1nc(-c2ccccc2)c2ccccc2c1=O	8%[11.5 µM]
COC(=O)C1=C(C)N=C2SC=C(CC(=O)NCCc3cccs3)N2C1c1ccccc1Cl (configuration not stated)	?
COc1ccc(NC(=O)c2ccc3c(c2)NC(=O)CO3)cc1	13%
COc1ccc(-c2noc(-c3ccc(NC4CCCCC4)c([N+](=O)[O-])c3)n2)cc1OC	12%
Cc1nc2ccccc2nc1CS(=O)(=O)C(C)C(=O)NCC(C)C (configuration not stated)	14%
O=C(NCc1ccccn1)C1c2ccccc2C(=O)N(C2CCCC2)C12CCCC2 (configuration not stated)	22%
Cc1cccc(C)c1OCCn1c(C2CC(=O)N(Cc3ccc(F)cc3)C2)nc2ccccc21 (configuration not stated)	?
COc1ccccc1N1CCN(C(=O)CCn2cnc3onc(-c4ccc(F)cc4)c3c2=O)CC1	-28%
O=C(c1ccc(F)cc1)N1CCC(n2cc(-c3nc(-c4ccccc4)no3)nn2)CC1	-26%
COc1cccc(C(=O)N2C(C(=O)NC3CC3)COC23CCN(C(=O)c2cccc(F)c2)CC3)c1 (configuration not stated)	-13%
COc1ccc(CCNC(=O)CCn2c(=O)c3cccn3c3cccnc32)cc1OC	-28%
O=C(c1ccccc1Cl)n1nc(-c2cccnc2)nc1NCc1ccc(F)cc1	-19%
CCOCCCNC(=O)c1c(NC(=O)c2cc(=O)c3ccccc3o2)sc2c1CCC2	0%
Cn1c(=O)c2c(nc(NCc3ccc4c(c3)OCO4)n2Cc2ccccc2Cl)n(C)c1=O	-5%
Cc1ccc2c(c1)C(O)(CC(=O)c1cccs1)C(=O)N2 (configuration not stated)	10%
OC[C@@H]1CN(c2ccc(-c3nc(-c4cccc(C(F)(F)F)c4)no3)cn2)C[C@H]1CO	28µM*
COCCCn1c(C)cnc1CC1CCNCC1	9%
CCN(CC)c1ccc(CNc2ccc3c(c2)ncn3C(C)(C)C)cc1	?
COc1ccc(NC(=O)CSc2nc3ccccc3n2CC(=O)N2CCCC(C)C2)cc1 (configuration not stated)	2%
COc1ccc(CC(=O)N2C3CCCC2CC(=O)C3)cc1	-3%[86.2 µM]
Next records
SMILES	KDM5B inh
CCCOCCCNC(=O)c1c(C)noc1-c1cc(OC)cc(OC)c1	?
Cc1ccc(S(C)(=O)=O)cc1NCc1ccccc1F	7%
c1ccc(CC2CNC2)cc1	-17%
CCNC(=O)[C@@H]1CCCN1C1(C(=O)NC)CCOCC1	-11%[115 µM]
CN(C(=O)CCc1cccs1)C1CCCCC1	11%
Cn1cnc(S(=O)(=O)N2CCCC(Cc3nncn3CC3CC3)C2)c1 (configuration not stated)	-5%
CN1[C@@H](CCC(=O)Nc2ccccc2)CNC(=O)[C@@H]2[C@H]1CCN2Cc1ncc[nH]1	-20%[86.2 µM]
CC1(C)C(=O)Nc2ccc(S(=O)(=O)Nc3ccccc3)cc21	8%
Cn1cc(-c2cc(=O)c3ccnc(NC4CCOCC4)c3o2)cn1	-7%[86.2 µM]
Cn1c(=O)c2[nH]c(N3CCCCC3)nc2n(C)c1=O	13%
Cc1oc(-c2ccccc2)nc1C(=O)Nc1nc(C2CC2)cs1	-3%
O[C@@H]1CO[C@H]2[C@@H]1OC[C@@H]2n1cc(-c2ccccc2)nn1	22%[115 µM]
Cc1nc(CN2Cc3nc(Oc4ccccc4)ccc3OCC2=O)cs1	-10%[86.2 µM]
Cc1ccc(NC(=O)c2c(F)cccc2Cl)cc1NS(C)(=O)=O	18%
CCNC(=O)C(C)NC(=O)C1(c2cccc(C)c2)CCCC1 (configuration not stated)	24%
N#Cc1ccc(C=Nc2ccc(OC(F)(F)C(F)F)c(N=Cc3ccc(C#N)cc3)c2)cc1	-116%
O=C1Nc2c(c(=O)[nH]c(=O)n2-c2ccc(Cl)cc2)C1(NS(=O)(=O)c1ccccc1)C(F)(F)F (configuration not stated)	-13%
Cc1ccc(CNC(=O)CN2Cc3ccccc3C2=O)cc1	-4%
CCC(C(=O)Nc1ccccc1OC)n1nc(C)c2sc3ccccc3c2c1=O (configuration not stated)	?
COc1ccc(Cl)cc1NC(=O)CC1CCCC1	16%
Cc1cc(C)cc(NC(=S)NCCC(C)C)c1	17%
COc1ccc(C(=O)N[C@@H]2CCC[C@@H]2C(=O)NCc2ccc(C(C)C)cc2)cn1	-8%
CC(=O)C(=Cc1ccc(-c2cccc([N+](=O)[O-])c2)o1)C(C)=O	?
CSc1ccc(/C=C/C(=O)c2ccccc2)cc1	-9%
N#Cc1nc(-c2ccc(S(=O)(=O)N3CCCCC3)cc2)oc1NCc1ccco1	-77%
The list continues.
SMILES	KDM5B inh
O=C(O)C1=NOC2CN(Cc3ccc(F)cc3)CC12 (configuration not stated)	?
c1cc2nc(C3CCCN3)[nH]c2cn1 (configuration not stated)	?
CC(C)Nc1nccc(C2(c3ccccc3Cl)CCNCC2)n1	?
Nc1nc(CCl)nc(N(c2ccccc2)c2ccccc2)n1	36%
Cc1cc2c(nc1C)oc1c(=O)n(CC(=O)N3CCCCC3)cnc12	11%
CC(=O)N1CC2(CCN(CCc3ccccn3)CC2)CC1C(=O)O (configuration not stated)	-27%
C(=N\N1CCN(c2ccccn2)CC1)/c1ccccn1	22%
COc1cccc(Oc2c(C)oc3cc(O)ccc3c2=O)c1	?
CCN(CC)C(=O)[C@@H]1CCC[C@@H](NCc2cccnc2)CN(C)C(=O)C1	13%[86.2 µM]
CC1=Nc2cc(C(=O)NCCc3ccc(Cl)cc3)ccc2Sc2ccc(C)cc21	-16%
CCc1ccc(C(=O)N2CCC(n3cnnc3CC)CC2)cc1	-4%
Cc1cc(C)c2c(CN3CCN(Cc4ccccc4)CC3)cc(=O)oc2c1	?
CCCOc1ccc(C(=O)Nc2nonc2C)cc1	11%
COc1cc(C(=O)Nc2cnc3ccccc3c2)ccc1C	?
Cc1cc(C)c2oc(C(=O)Nc3nnc(CC(C)C)s3)cc(=O)c2c1	13%
Cc1cn2nc(C(=O)NC(C)c3ccc(F)cc3)cc2c(N2CCCC2)n1 (configuration not stated)	i
CCC(=O)c1ccc(OC(=O)c2cc3ccccc3oc2=O)cc1	8%
Cc1cc(C)nc(SCC(=O)N/N=C/c2cccnc2)n1	26%
CCCc1noc(-c2cn(C3CCN(C(=O)c4ccc(C)s4)CC3)nn2)n1	-11%
Cc1c(Cl)ccc2c(C(=O)NC3CCCCC3)cc(-c3ccccc3)nc12	-15%
COc1ccc(CNC(=O)CCCn2c(C)c3cnn(-c4ccccc4)c(=O)c3c2C)cc1	0%
COc1ccc(OC)c(NC(=O)Nc2c(O)ccc3ccccc23)c1	-26%
CCS(=O)(=O)Nc1cccc(-c2nc3cccnc3s2)c1	-16%
CCn1c2ccc(F)cc2c2nnc(SCCN3CCCCC3)nc21	-25%
COC1C(=O)N(CC2CC2)C12CCN(C(=O)Cc1cccc(F)c1)CC2 (configuration not stated)	10%
Further results follow.
SMILES	KDM5B inh
O=C(COc1ccccc1)N1CC(c2noc(COc3ccccc3)n2)C1	12%
CC(C)CN1CCN(c2nc3c(c(=O)[nH]c(=O)n3C)n2Cc2ccc(Cl)c(Cl)c2)CC1	25%
CCCN(CC1CC1)C(=O)CCC1CCN(S(=O)(=O)c2ccccc2)CC1	-4%
CC[C@@H]1[C@H](NC(=O)CCc2c(C)[nH]c3ccccc3c2=O)[C@@H]2CCO[C@H]12	0%
O=S(=O)(Nc1nc2ccccc2nc1Nc1ccc(Cl)c(Cl)c1)c1cccs1	7%
CCN(CC(=O)NC(C)C)C(=O)CSc1nc2ccccc2o1	10%
Cc1cccc(S(=O)(=O)c2cn(Cc3ccccc3)c3cc(N4CCCCC4C)c(F)cc3c2=O)c1 (configuration not stated)	?
CCOC(=O)c1c(S(=O)(=O)N2CCCC(C(=O)N(C)Cc3ccccc3)C2)c(C)n(C)c1C (configuration not stated)	?
O=C(CN1C(=O)CC(c2ccccc2)=Nc2ccccc21)Nc1ccc(Br)cc1	6%
Cc1cc2oc(C(=O)Nc3ccccc3Cl)cc(=O)c2cc1C	2%
CCC(CC)C(=O)Nc1cccc2c1CCCC2	-4%
COc1ccc(OC)c(S(=O)(=O)Nc2ccc3[nH]c(=O)[nH]c3c2)c1	19%&-21%
C=CCNC(=S)NC1CC1	28%
CN(C)c1ccc(CN2CCC3(Cc4ccccc4NC3=O)C2)cc1 (configuration not stated)	-4%[86.2 µM]
O=C(/C=C/c1cccs1)Nc1ccc2c(c1)CCC2	?
Cc1ccoc1C(=O)OCc1ccccc1C#N	19%
CC(C)c1ccc(-c2nonc2NC(=O)c2cc(=O)c3ccccc3o2)cc1	-8%
Cc1ccc(SCCNC(=O)c2ccc3c(c2)OCCCO3)cc1	-8%
COc1ccc(-c2[nH]c(-c3ccc(F)cc3)nc2SCC(=O)Nc2nccs2)cc1	-8%
CNCCCNCc1ccc(C)s1	-6%
Cc1nc2c(C(=O)NCc3ccccc3)cnn2c(C)c1Cc1ccc(F)cc1	-11%
CC(=O)NCCC(=O)N1CCCC1C(=O)Nc1cccc(-n2cccn2)c1 (configuration not stated)	17%
O=C1c2c(nc(CNCc3cccc(Cl)c3)n2Cc2ccccc2)NCCN1CC1CC1	10%
CCC1CN(CC(=O)Nc2cc(OC)c(OC)c(OC)c2)c2ccccc2S1 (configuration not stated)	3%
Cc1cnc(C(=O)NC2C[C@H]3CC[C@@H](C2)N3C(=O)c2ccsc2)cn1 (some centres not stated)	-8%
More compounds.
SMILES	KDM5B inh
Cc1ccc(Oc2nc3ccccn3c(=O)c2/C=C(\C#N)C(=O)NC2CCS(=O)(=O)C2)cc1 (configuration not stated)	?
Cc1cccc(CN2CCc3ncc(C(=O)NCCC(C)C)n3CC2)c1	-16%[86.2 µM]
CNS(=O)(=O)c1ccc(CCC(=O)N2CC[C@H]3CC[C@@H](C2)N3)cc1	-9%
CCN(CC)CCCNC(=O)c1oc2c(c1C)-c1nn(Cc3ccc(Cl)cc3)cc1CC2	?
Cn1nc(C(=O)Nc2ccc(-c3ccccc3)cc2)c2ccccc2c1=O	9%
COc1ccc(NC(=O)C=C(C)C)cc1OC1CCCC1	8%
Cc1c(CCC(=O)NCc2ccc(F)cc2)c(=O)oc2cc(O)ccc12	?
CC1CCC(C(=O)NNC(=O)c2cc(-c3ccco3)[nH]n2)CC1 (configuration not stated)	-3%
COCC(=O)n1nc(NCc2ccccc2Cl)nc1NCc1ccccc1Cl	?
Cc1cc2c(s1)CCc1cc(C(=O)NC3CCCCC3)sc1-2	?
COc1ccc(C(=O)N[C@@H]2CCC[C@@H]2C(=O)NCc2ccc(C)c(C)c2)cc1	28%
O=C(c1ccc(C2SCCS2)cc1)N1CCN(S(=O)(=O)c2ccc(F)cc2)CC1	-17%
COc1ccccc1-c1[nH]nc2ncc(C(=O)N3CCC(c4ccccc4)CC3)nc12	403%[activator][86.2 µM]
COC(=O)c1cc(Cl)ccc1NC(=O)CSc1ncc(S(=O)(=O)c2ccc(Br)cc2)c(=O)[nH]1	?
CN(C)S(=O)(=O)N(CC(=O)NCCSCc1ccccc1)c1ccccc1	-19%
C/C=C/CSc1nc2c(c(=O)[nH]c(=O)n2C)n1CCC	20%
CCc1nncn1C1CCN(S(=O)(=O)c2ccc(C)cc2C)CC1	-9%
CN(CC1CCOCC1)C(=O)c1ccc(Cl)cc1	8%

Part of the list above, with values ahead of the structure:
KDM5B inh	Structure
20%	C/C=C/CSc1nc2c(c(=O)[nH]c(=O)n2C)n1CCC
-3%	CC1CCC(C(=O)NNC(=O)c2cc(-c3ccco3)[nH]n2)CC1 (configuration not stated)

Source: PubChem BioAssay (National Center for Advancing Translational Sciences (NCATS))

An excerpt; rates above refer to the full screens.
